Screening data deposited in PubChem BioAssay by National Center for Advancing Translational Sciences (NCATS).
CXXC DNA block – MLL CXXC-DNA interaction inhibition | Q03164 | MLL-CXXC / FITC-HOXA9 DNA fluorescence polarization | Potency, µM (titrated, usually from 115 µM), inactives show top-dose activity change, negative = inhibition, actives largely listed as inhibitors | hit rate 0.037% among 290,000; active = well fitted inhibition curve with a large enough effect in the polarisation, with a control signal flat, not every such curve was filed as active; inconclusive = small, poorly fitted or top-dose-only effect, or effect the other way, or a change in a side signal; inactive = no such curve, though single readings can be large or run the other way; the % refers to the polarisation; also: potency is read from the fitted curve at half-maximal effect
Target sequence (Q03164 whole entry, looked up): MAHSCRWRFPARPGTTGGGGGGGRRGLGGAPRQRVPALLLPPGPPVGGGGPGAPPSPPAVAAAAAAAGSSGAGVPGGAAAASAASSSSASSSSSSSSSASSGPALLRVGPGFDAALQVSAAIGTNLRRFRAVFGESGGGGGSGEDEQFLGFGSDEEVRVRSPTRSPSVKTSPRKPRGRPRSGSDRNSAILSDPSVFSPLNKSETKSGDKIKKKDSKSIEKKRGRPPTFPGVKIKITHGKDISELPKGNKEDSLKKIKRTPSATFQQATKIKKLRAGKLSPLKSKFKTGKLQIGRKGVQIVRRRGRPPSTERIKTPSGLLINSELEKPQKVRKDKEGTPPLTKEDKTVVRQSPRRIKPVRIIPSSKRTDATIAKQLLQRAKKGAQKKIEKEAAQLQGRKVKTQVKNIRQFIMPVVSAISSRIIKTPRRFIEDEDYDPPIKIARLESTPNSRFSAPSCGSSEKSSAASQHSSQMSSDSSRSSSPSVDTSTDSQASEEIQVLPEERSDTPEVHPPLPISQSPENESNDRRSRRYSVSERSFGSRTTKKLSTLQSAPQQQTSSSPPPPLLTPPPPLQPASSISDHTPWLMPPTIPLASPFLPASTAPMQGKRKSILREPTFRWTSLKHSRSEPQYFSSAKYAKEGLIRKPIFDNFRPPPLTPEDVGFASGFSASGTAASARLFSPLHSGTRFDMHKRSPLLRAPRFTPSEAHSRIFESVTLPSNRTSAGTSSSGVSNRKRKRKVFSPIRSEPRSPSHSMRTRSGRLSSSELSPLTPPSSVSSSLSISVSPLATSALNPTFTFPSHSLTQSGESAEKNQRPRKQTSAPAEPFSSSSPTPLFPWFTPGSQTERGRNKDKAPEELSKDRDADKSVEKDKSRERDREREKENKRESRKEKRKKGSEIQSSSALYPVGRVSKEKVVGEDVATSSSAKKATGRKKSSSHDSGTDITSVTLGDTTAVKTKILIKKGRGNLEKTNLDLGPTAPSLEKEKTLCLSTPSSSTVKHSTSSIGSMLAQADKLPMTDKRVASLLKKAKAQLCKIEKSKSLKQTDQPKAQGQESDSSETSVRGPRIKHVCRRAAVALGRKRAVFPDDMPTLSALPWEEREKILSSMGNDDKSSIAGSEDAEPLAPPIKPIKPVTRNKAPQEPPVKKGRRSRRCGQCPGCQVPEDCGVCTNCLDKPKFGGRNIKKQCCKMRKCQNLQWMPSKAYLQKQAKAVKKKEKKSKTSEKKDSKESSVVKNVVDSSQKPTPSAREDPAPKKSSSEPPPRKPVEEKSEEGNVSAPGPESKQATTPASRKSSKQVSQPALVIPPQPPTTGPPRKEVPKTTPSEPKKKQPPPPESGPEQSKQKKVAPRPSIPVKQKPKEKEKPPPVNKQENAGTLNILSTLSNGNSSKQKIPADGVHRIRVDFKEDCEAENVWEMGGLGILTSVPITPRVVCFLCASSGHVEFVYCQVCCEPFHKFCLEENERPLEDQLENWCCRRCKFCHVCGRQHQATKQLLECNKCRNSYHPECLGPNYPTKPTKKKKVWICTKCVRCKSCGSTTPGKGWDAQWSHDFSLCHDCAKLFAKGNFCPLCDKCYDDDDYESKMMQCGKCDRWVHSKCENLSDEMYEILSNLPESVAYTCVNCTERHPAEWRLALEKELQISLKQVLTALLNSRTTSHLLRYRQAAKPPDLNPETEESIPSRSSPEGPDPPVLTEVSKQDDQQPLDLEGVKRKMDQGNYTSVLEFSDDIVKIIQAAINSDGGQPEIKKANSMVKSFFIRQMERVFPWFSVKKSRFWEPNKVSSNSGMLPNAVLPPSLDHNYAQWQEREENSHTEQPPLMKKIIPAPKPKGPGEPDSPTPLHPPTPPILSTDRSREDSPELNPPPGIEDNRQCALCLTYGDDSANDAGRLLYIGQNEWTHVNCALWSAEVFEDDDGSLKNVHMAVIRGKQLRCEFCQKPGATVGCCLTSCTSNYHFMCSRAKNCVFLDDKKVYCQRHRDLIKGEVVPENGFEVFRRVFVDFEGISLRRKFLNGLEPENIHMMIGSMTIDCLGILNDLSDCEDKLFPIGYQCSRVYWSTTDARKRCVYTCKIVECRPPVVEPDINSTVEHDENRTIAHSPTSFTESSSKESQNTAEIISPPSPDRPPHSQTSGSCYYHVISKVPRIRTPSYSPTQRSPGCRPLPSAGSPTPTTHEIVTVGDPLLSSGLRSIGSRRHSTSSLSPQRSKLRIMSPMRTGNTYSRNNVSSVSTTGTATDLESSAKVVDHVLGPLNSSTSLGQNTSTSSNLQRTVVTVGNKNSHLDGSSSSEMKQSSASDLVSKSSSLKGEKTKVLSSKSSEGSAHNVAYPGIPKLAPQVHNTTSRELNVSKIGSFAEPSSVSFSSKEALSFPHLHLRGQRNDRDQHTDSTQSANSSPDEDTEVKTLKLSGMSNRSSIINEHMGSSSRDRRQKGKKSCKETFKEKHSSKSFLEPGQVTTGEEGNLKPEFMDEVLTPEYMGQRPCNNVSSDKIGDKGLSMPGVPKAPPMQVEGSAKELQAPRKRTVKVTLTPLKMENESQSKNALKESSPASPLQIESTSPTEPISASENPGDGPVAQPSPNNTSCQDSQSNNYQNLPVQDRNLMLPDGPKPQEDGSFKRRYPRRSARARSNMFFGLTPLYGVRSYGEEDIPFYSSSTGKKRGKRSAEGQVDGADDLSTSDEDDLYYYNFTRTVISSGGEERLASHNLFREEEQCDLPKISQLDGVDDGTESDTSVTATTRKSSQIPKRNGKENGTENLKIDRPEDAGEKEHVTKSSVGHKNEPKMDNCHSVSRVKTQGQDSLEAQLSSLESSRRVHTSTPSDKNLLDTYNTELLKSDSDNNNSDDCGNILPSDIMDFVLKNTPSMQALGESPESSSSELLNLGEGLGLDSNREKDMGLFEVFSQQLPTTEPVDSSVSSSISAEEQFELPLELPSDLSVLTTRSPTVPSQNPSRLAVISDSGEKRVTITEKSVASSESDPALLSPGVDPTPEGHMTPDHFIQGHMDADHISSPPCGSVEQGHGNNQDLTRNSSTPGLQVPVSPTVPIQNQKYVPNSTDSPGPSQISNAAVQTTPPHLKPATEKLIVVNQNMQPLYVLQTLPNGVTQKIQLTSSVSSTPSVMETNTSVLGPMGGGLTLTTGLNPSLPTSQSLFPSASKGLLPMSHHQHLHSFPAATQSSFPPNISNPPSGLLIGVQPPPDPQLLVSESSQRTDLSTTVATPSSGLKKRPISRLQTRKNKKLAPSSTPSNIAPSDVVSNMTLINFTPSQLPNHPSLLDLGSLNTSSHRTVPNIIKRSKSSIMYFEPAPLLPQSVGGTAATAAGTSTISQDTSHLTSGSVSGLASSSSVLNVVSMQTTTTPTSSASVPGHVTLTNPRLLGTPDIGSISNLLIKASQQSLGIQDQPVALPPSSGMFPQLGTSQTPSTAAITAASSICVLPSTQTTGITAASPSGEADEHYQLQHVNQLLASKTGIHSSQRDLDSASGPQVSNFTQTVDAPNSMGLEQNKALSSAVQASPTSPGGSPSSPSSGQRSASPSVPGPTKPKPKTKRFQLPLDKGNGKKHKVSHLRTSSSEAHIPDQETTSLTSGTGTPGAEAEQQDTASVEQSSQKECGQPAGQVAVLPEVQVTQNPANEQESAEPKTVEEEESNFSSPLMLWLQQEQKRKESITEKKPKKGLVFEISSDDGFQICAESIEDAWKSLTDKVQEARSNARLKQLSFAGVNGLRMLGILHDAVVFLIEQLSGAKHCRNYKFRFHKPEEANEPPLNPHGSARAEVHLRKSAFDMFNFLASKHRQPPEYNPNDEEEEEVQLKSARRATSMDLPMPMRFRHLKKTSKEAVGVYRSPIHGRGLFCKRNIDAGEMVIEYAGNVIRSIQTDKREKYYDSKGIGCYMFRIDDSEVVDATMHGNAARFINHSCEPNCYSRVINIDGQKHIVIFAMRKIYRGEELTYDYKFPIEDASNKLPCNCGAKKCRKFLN
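Fluorescence polarization: 7 uM MLL-CXXC (stock) preincubated 5 min with compounds, then 50 nM fluorescein-HOX-A9 DNA (stock) added; 30 min ambient. Buffer 50 mM Tris-HCl pH 7.5, 50 mM NaCl, 1 mM DTT, 0.05% BSA.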
FBPA coupling cs – inhibits coupling enzyme system, counter-screen for aldolase hits. coupling enzyme system counterscreen, AmpLite Red fluorescence. activity change, negative = inhibition, % at 58.2 µM, hits read low. hit rate 0.67% among 290,000; in the data active = activity change below about -30%; also: % is scaled to controls: 0 for no effect and ±100 for the full control effect
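Compounds tested against the coupling enzymes alone at 57.5 uM final; readout was AmpLite Red fluorescence (525/598 nm) after 20 min at RT.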
An asterisk follows results filed as active; u = inconclusive; x = not tested or not shown; & = joins results of further samples. Only part of the results is shown; rates above refer to the full screens.

SMILES	CXXC DNA block	FBPA coupling cs
O=C(Oc1ccccc1)N1CCC2(CCN(Cc3ccncc3)CC2)CC1	x	3
CCCCCC[C@H]1C(=O)O[C@H](C)[C@H](NC(=O)c2cccc(NC=O)c2O)C(=O)O[C@@H](C)[C@H]1OC(=O)CC(C)C	x	4
O=C(Nc1cccc(F)c1)N1CC[C@@]2(CCCN(C(=O)Oc3ccccc3)C2)C1	x	0
CN1C2CC(=O)CC1C(O)C2 (stereo not drawn)	x	3
O=C(NCNC(=O)N[C@H]1C(=O)NC(=O)N1CO)N[C@H]1C(=O)NC(=O)N1CO	x	3
CC(=O)CC(c1ccc(O)cc1)c1c(O)c2ccccc2oc1=O (stereo not drawn)	x	7
CN1C[C@H](CO)C=C2c3cccc4[nH]cc(c34)C[C@@H]21	x	-3
C[C@H]1CO1	x	1
COc1cc2c(cc1OC)-c1c(O)c(OC)cc3c1[C@H](C2)N(C)CC3	x	-26
c1ccc([C@H]2CNCc3ccccc32)cc1	x	2
C=C1C/C(=C\C)C(=O)O[C@@H]2CCN3CC=C(COC(=O)[C@@]1(C)O)[C@H]23	x	1
C[C@H]1CCCC=CC2C[C@H](O)C[C@@H]2[C@H](O)/C=C\C(=O)O1 (stereo partly drawn)	x	2
C[C@@H]1Cc2c(Cl)cc(C(=O)N[C@H](Cc3ccccc3)C(=O)O)c(O)c2C(=O)O1	x	10
CCCOCCN(C(=O)CCl)c1c(CC)cccc1CC	x	0
C=CCN1C[C@H](C)N([C@@H](c2ccccc2)c2ccc(C(=O)N(CC)CC)cc2)C[C@H]1C	x	8
CO[C@H]1C=C2CCN(C)[C@@H]2[C@@H]2c3cc4c(cc3C(=O)O[C@H]21)OCO4	x	1
CC[C@@H]1CN2CCc3cc(OC)c(OC)cc3[C@H]2C[C@@H]1C[C@@H]1NCCc2cc(O)c(OC)cc21	x	1
O=C1C=CC[C@@H]2[C@H]3CCCN4CCC[C@@H](CN12)[C@@H]34	x	0
C=C(CC1(C(C)NP(=O)(c2ccccc2)c2ccccc2)CC1)c1ccccc1 (stereo not drawn)	x	-1
CNC(=O)[C@@H]1C[C@H]1[C@@H](NP(=O)(c1ccccc1)c1ccccc1)c1ccccc1	x	-1
CCCCN(CC)c1c([N+](=O)[O-])cc(C(F)(F)F)cc1[N+](=O)[O-]	x	4
NC(=O)CF	x	0
CN1[C@@H]2CC[C@H]1CC(OC(c1ccc(F)cc1)c1ccc(F)cc1)C2 (stereo partly drawn)	x	3
Oc1ccc2c3c1O[C@H]1[C@@H](O)CC[C@]4(O)[C@H](C2)N(CC2CCC2)CC[C@@]314	x	3
c1ccc(N2CC[C@@]3(CCCNC3)C2)nc1	x	1
(further entries)
SMILES	CXXC DNA block	FBPA coupling cs
Cc1ncc2n1-c1ccc(Cl)cc1C(c1ccccc1F)=NC2O (stereo not drawn)	x	7
CN(C(=O)Cc1ccc(Cl)c(Cl)c1)[C@@H](CN1CCCC1)c1cccc(OCC(=O)O)c1	x	2
COC[C@H]1OC(=O)c2coc3c2[C@@]1(C)C1=C(C3=O)[C@H]2CCC(=O)[C@@]2(C)C[C@H]1OC(C)=O	x	-27
O=C(Oc1ccccc1)N1CCC[C@@]2(CCN(Cc3nccs3)C2)C1	x	0
O=C1NO[C@H]2[C@@H]1CN[C@@H]2C(=O)O	x	-1
CC1CC[C@@]2(OC1)OC1C(O)C3C4CC[C@H]5CC(O[C@@H]6O[C@@H](CO)[C@H](OC7OC(CO)C(O)C(OC8OCC(O)C(O)[C@H]8O)[C@@H]7O[C@@H]7OC(CO)[C@H](O)[C@@H](O[C@@H]8OC(CO)C(O)C(O)C8O)C7O)C(O)C6O)C(O)C[C@]5(C)C4CC[C@]3(C)C1C2C (stereo partly drawn)	x	4
CN1C2CCCC1CC(=O)C2	x	-1
COC(=O)COc1cc(Cl)c(Cl)cc1Cl	x	1
CC(C)(C)C(O)C(Cc1ccc(Cl)cc1Cl)n1cncn1 (stereo not drawn)	x	0
COc1cc2c(cc1OC)[C@]13CCN4CC5=CCOC6CC(=O)N2[C@@H]1[C@@H]6C5C[C@@H]43 (stereo partly drawn)	x	0
CCCCC/C=C\C/C=C\CCCCCCCCCC(=O)NCCc1ccc(O)c(O)c1	x	1
CCC1CN2CCC1CC2C(O)c1ccnc2ccccc12 (stereo not drawn)	x	10
CNC(=O)O/N=C(/C)SC	x	5
CN1CC[C@@]2(CCCN(C(=O)Oc3ccccc3)C2)C1	x	2
C[C@@H]1O[C@H](O[C@@H]2CC[C@@]3(C=O)[C@H]4CC[C@@]5(C)[C@@H](C6=CC(=O)OC6)CC[C@@]5(O)[C@@H]4CC[C@]3(O)C2)C[C@H](O)[C@@H]1O	x	0
c1cnc(N2CCCC3(CCNCC3)C2)nc1	x	-2
COc1cc2c(cc1OC)[C@H](C)NCC2	x	0
COP(=S)(OC)Oc1nc(Cl)c(Cl)cc1Cl	x	4
N[C@H](CCP(=O)(O)O)C(=O)O	x	4&0
CCC1=CC2CN3CCc4c([nH]c5ccccc45)[C@@](C(=O)OC)(C2)[C@@H]13	x	0
CC[C@]12C=CCN3CC[C@@]4(c5ccc(OC)cc5N(C)[C@H]4[C@@](O)(C(=O)OC)[C@@H]1OC(C)=O)C32 (stereo partly drawn)	x	-1
c1ccc([Se]c2c(-c3ccccc3)[se]c3ccccc23)cc1	x	4
CN1CC[C@@]2(CCCN(C(=O)c3ccco3)C2)C1	x	-1
OCC1OC(n2cnc3cc(Cl)c(Cl)cc32)C(O)C1O (stereo not drawn)	x	1&0
CCOC(=O)N(C)C(=O)CSP(=S)(OCC)OCC	x	0

Molecules listed so far that contain an NH in an aromatic ring:
SMILES	CXXC DNA block	FBPA coupling cs
CN1C[C@H](CO)C=C2c3cccc4[nH]cc(c34)C[C@@H]21	x	-3
CCC1=CC2CN3CCc4c([nH]c5ccccc45)[C@@](C(=O)OC)(C2)[C@@H]13	x	0

(cont.)
SMILES	CXXC DNA block	FBPA coupling cs
C[C@@H]1C[C@@H]2[C@H]([C@H]3C=C(COC(=O)c4ccccc4)[C@@H](O)[C@]4(O)[C@@H](O)C(OC(=O)c5ccccc5)=C[C@@]14C3=O)C2(C)C	x	1
C=C1C/C(=C/C)C(=O)O[C@@H]2CCN3CC=C(COC(=O)[C@]1(C)O)[C@@H]23	x	-1&3
COc1ccc(NC(=O)N2CC[C@@]3(CCCN(C(=O)Oc4ccccc4)C3)C2)cc1	x	-3
CC/C=C\C[C@@H](/C=C/C=C\C/C=C\C/C=C\CCCC(=O)O)OO	x	0
COc1cc2c(c(OC)c1OC)-c1ccc(O)c(=O)cc1[C@H](N)CC2	x	0
Cc1ccc2nc3sc(=O)sc3nc2c1	x	2
CC1(C)[C@H](C(=O)O[C@H](C#N)c2cccc(Oc3ccccc3)c2)[C@@H]1C=C(Br)Br	x	0
CCC12C=CCN3CCC4(c5ccc(OC)cc5N(C)C4[C@@](O)(C(=O)OC)C1OC(C)=O)C32 (stereo partly drawn)	x	-1
CC(C)=CCCN1CCC(NC(=O)C(O)(c2ccccc2)C2CCCC2)CC1 (stereo not drawn)	x	0
CC(C)(O)c1[se]c2ccccc2c1I	x	-2
O=P1(Oc2ccccc2)CC=CC(COCc2ccccc2)O1 (stereo not drawn)	x	2
COc1ccc(OC)c([C@H](O)[C@H](C)N)c1	x	0
CCCCCCCC/C=C\CCCCCCCC(=O)OC[C@@H](COP(O)(O)=S)OC	x	7
O=C1NC(=S)NC(=O)C1C(=O)Nc1ccccc1	x	-11
COc1ccc(/C=C/c2cc(O)cc(O)c2)cc1	x	1
c1cc2c(cc1C1OC[C@@H]3C(c4ccc5c(c4)OCO5)OCC13)OCO2 (stereo partly drawn)	x	6
O=c1cccc2n1CC1CC2CN2CCCCC12 (stereo not drawn)	x	-1
CC(Cc1ccc(C(C)(C)C)cc1)CN1CC(C)OC(C)C1 (stereo not drawn)	x	-1
CCN1C[C@@]2(C)CC[C@@H](OC)[C@@]34C2C(O)[C@@]2(OCO[C@]25CC(OC)C2C[C@@]3(O)C5C2O)C14 (stereo partly drawn)	x	-1
COC(=O)C(O)C(O)(CCC(C)C)C(=O)OC1C(OC)=CC23CCCN2CCc2cc4c(cc2C13)OCO4 (stereo not drawn)	x	1
CC[N@+]1(C)CCC[C@@H](OC(=O)C(O)(c2ccccc2)c2ccccc2)C1	x	-2
CCN(CC)C(=O)N[C@H]1C=C2c3cccc4[nH]cc(c34)C[C@@H]2N(C)C1	x	-10
CC(=O)OCC1=C[C@H]2[C@@H]3C(C)(C)[C@]3(OC(=O)Cc3ccccc3)C[C@@H](C)[C@]2(O)[C@@H]2C=C(C)C(=O)[C@@]2(O)C1	x	3
NC(CCCCCP(=O)(O)O)C(=O)O (stereo not drawn)	26%	x
CCCN1CCCC2Cc3nc(N)ncc3CC21 (stereo not drawn)	-2%	x

Some of the entries above, set out differently:
COc1ccc(OC)c([C@H](O)[C@H](C)N)c1
  CXXC DNA block: x	FBPA coupling cs: 0
CCCCCCCC/C=C\CCCCCCCC(=O)OC[C@@H](COP(O)(O)=S)OC
  CXXC DNA block: x	FBPA coupling cs: 7
O=C1NC(=S)NC(=O)C1C(=O)Nc1ccccc1
  CXXC DNA block: x	FBPA coupling cs: -11
COc1ccc(/C=C/c2cc(O)cc(O)c2)cc1
  CXXC DNA block: x	FBPA coupling cs: 1

Continuation:
SMILES	CXXC DNA block	FBPA coupling cs
CCOC(=O)/C=C(C)/C=C/CC(C)CCCC(C)C (stereo not drawn)	2%	x
CCCN1CCC[C@@H](c2cccc(C#N)c2)C1	0%	x
NC(=O)CN1CC(O)CC1=O (stereo not drawn)	-10%	x
NCC(CP(=O)(O)O)c1ccc(Cl)cc1 (stereo not drawn)	4%	x
O=C1CN=C(c2ccccc2)c2cc(Cl)ccc2N1CC1CC1	2%	x
CC(Cc1ccccc1)NCc1ccccc1Cl (stereo not drawn)	-6%	x
Oc1ccc2c3c1O[C@H]1c4[nH]c5ccccc5c4C[C@@]4(O)C(C2)N(CC2CC2)CCC314 (stereo partly drawn)	9%	x
O=[N+]([O-])c1ccccc1	1%	x
O=C(O)C1C2CCC(O2)C1C(=O)O (stereo not drawn)	19%	x
Oc1cc(Cl)c(Cl)cc1Cl	8%	x
S=C(S)N1CCNCC1	2%	x
CC(C)C(Br)C(=O)NC(N)=O (stereo not drawn)	-5%	x
CCOC(=O)c1ncn2c1[C@@H]1CCCN1C(=O)c1cc(OC)ccc1-2	6%	x
CCON=O	u	x
NCc1cccnc1	-1%	x
CCN(Cc1ccc(Cl)nc1)/C(=C/[N+](=O)[O-])NC	1%	x
C=CCN1CCc2cccc3c2C1Cc1ccc(O)c(O)c1-3 (stereo not drawn)	27%	x

Random excerpt: 2 records from the list, in no set order.
SMILES	CXXC DNA block	FBPA coupling cs
CC(C)=CCCN1CCC(NC(=O)C(O)(c2ccccc2)C2CCCC2)CC1 (stereo not drawn)	x	0
C=CCN1CCc2cccc3c2C1Cc1ccc(O)c(O)c1-3 (stereo not drawn)	27%	x

Already shown: 6 of the compounds above.
SMILES	CXXC DNA block	FBPA coupling cs
CCOC(=O)/C=C(C)/C=C/CC(C)CCCC(C)C (stereo not drawn)	2%	x
CCCN1CCC[C@@H](c2cccc(C#N)c2)C1	0%	x
NC(=O)CN1CC(O)CC1=O (stereo not drawn)	-10%	x
NCC(CP(=O)(O)O)c1ccc(Cl)cc1 (stereo not drawn)	4%	x
O=C1CN=C(c2ccccc2)c2cc(Cl)ccc2N1CC1CC1	2%	x
CC(Cc1ccccc1)NCc1ccccc1Cl (stereo not drawn)	-6%	x
